Apaf1 inhib: inhibitors of human Apaf-1 apoptosome, primary screen, biochemical, DEVD-Rh110 fluorescence, uHTS | Apoptotic protease-activating factor 1 (Homo sapiens), O14727 | reconstituted apoptosome caspase-3 activity | inhibition, % at 20 µM | 330,000 compounds, 0.71% hits; active = inhibition of at least 40% at 20 µM;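 note: plate controls were DMSO wells for no effect and DEVD-CHO caspase inhibitor wells for full effect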
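System: Apoptosome proteins | Medium: Hepes pH 7.5 with detergent and BSA | Also added: Cytochrome c trigger plus (Z-DEVD)2-Rh110 caspase-3 substrate | Incubation: 30 min compound preincubation, 50 min activation, room temperature | Detection: Rhodamine 110 fluorescence at Ex 480/Em 540 nm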
SENP1 inh: human SENP1 catalytic domain inhibitors, primary screen, biochemical, FRET, uHTS | recombinant SENP1 catalytic domain, CyPet-SUMO1-YPet FRET cleavage | inhibition, % at 10 µM | 360,000 compounds, 0.21% hits | AID 624204, 2012;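 active = inhibition at least 30% at 10 µM, raw YFP signal under a set limit, fluorescence ratio 0.5 to 1.5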;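 note: 0% = enzyme with DMSO and 100% = no enzyme wells; some results filed as inactive read as strong as hits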
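Test system: hSENP1 catalytic domain, recombinant; Amount: 20 pM final SENP1 enzyme; Medium: Tris pH 8 buffer plus EDTA, NaCl, BME, BSA, NP40, catalase; Schedule: 50 min enzyme reaction, room temperature, light-protected; Technique: FRET fluorescence in CFP and YFP emission channels; Controls: no-enzyme wells low, DMSO-plus-enzyme wells high control.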
SENP7 block: SENP7 protease inhibitors, primary screen, biochemical, luminescence, uHTS | recombinant SENP7, Z-RLRGG-aminoluciferin luminescence, 40 min | 330,000 compounds, 1.5% hits | AID 434973, 2010 | inhibition, % at 5 µM;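 active = inhibition above about 50% at the single test dose, limit read from the data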;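 note: plate controls were DMSO with enzyme for no effect and no enzyme buffer wells for full effect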
Target sequence (Q9BQF6 706-1050 limits assumed): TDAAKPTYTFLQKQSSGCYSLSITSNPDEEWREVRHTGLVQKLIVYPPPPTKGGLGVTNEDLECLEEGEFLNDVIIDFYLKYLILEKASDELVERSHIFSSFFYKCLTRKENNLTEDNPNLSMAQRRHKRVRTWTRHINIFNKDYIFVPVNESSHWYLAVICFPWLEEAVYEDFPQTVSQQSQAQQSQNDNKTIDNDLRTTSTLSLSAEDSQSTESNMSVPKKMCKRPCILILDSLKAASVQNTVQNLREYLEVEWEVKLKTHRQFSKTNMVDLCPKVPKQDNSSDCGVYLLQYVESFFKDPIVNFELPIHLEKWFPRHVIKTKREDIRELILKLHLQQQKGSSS
UBC13 polyUb: UBC13 polyubiquitin chain formation inhibitors, primary screen, biochemical, TR-FRET, uHTS; AID 485273, 2010; 330,000 compounds, 0.47% hits; Ubiquitin-conjugating enzyme E2 N (Homo sapiens), P61088; inhibition, % at 20 µM; in the data active = inhibition above about 45%, passing the limit was not always enough
Target sequence (P61088 whole entry, looked up): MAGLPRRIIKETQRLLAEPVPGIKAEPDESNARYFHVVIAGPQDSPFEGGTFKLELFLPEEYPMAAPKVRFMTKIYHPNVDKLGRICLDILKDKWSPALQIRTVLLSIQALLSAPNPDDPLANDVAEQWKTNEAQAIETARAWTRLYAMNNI
SENP8 block-1: human SENP8 protease inhibitors, primary screen, biochemical, fluorescence, Nedd8 protein substrate, uHTS. recombinant SENP8. Sentrin-specific protease 8 (Homo sapiens), Q96LD8. 360,000 compounds, 0.64% hits. AID 602440, 2012. inhibition, % at 20 µM; in the data active = inhibition mostly above about 40%, no sharp cut-off; inactive = mostly below about 27%
SENP6 inh: SENP6 protease inhibitors, primary screen, biochemical, luminescence, uHTS; Sentrin-specific protease 6 (Homo sapiens), Q9GZR1; inhibition, % at 10 µM; 330,000 compounds, 1.8% hits; Recombinant SENP6 catalytic domain, aminoluciferin luminescence; AID 2599, 2010;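 active = inhibition above about 50% at the single tested dose, limit read from the data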;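 note: plate controls were DMSO wells with enzyme for no effect and DMSO wells lacking enzyme for full effect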
Target sequence (Q9GZR1 628-1112 limits assumed): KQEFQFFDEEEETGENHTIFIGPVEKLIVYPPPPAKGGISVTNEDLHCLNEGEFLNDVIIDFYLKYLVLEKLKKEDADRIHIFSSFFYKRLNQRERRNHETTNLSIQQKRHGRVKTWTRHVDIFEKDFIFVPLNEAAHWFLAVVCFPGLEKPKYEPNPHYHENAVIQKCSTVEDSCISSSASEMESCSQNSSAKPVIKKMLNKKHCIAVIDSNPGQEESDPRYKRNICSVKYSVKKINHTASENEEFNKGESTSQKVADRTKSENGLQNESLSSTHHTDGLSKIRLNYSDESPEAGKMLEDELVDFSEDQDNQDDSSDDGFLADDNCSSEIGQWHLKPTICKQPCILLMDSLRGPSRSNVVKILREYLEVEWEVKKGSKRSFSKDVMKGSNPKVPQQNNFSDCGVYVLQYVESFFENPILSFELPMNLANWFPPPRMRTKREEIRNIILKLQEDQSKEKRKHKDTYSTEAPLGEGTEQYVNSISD
A3G deaminase: APOBEC3G DNA deaminase inhibitors, primary screen, biochemical, fluorescence, single-stranded DNA substrate, uHTS | recombinant A3G, ssDNA deamination FAM/TAMRA fluorescence | inhibition, % at 20 µM | 330,000 compounds, 0.28% hits | AID 493012, 2011;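 active = inhibition of at least 40% at 20 µM, with no more than 30% in the related APOBEC3A deaminase screen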;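 note: plate controls were DMSO wells with A3G for no effect and wells lacking A3G enzyme for full effect; some compounds called inactive have numbers as strong as hits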
SENP8 block-2: SENP8 protease inhibitors, primary screen, biochemical, luminescence; Sentrin-specific protease 8 (Homo sapiens), Q96LD8; purified SENP8, Z-RLRGG-aminoluciferin cleavage; inhibition, % at 10 µM; 330,000 compounds, 1.2% hits; AID 2540, 2010; in the data active = inhibition above about 50%
Starred values were filed as active, the others as inactive; . = not tested or not shown; & = joins results of further samples.

The line under a structure holds: SENP1 inh, SENP6 inh, SENP8 block-1, Apaf1 inhib, UBC13 polyUb, SENP8 block-2, SENP7 block, A3G deaminase
#1 CCn1c2ccccc2c2cc(NC(=O)COC(=O)c3ccc(O)cc3)ccc21
    -1, 0, -89, 13, 2, 1, 7, -7
#2 Cc1nc(S(=O)(=O)N2CCOCC2)c(C#N)c(C)c1Cl
    -1, -11, 25, 10, -6, -15, -7, -4
#3 COc1cc(C(=O)NNC(=O)/C=C/c2ccco2)cc(OC)c1OC
    -2, 0, 5, 0, -12, -1, 5, 7
#4 CCOc1ccccc1-n1c(C)cc(C=O)c1C
    -1, -22, 10, 1, -11, -7, -3, -5
#5 COC(=O)CSc1nc2ccc(C)cc2cc1C#N
    30, -5, -29, 1, 8, 4, -1, -8
#6 O=C(N/N=C/c1cccc([N+](=O)[O-])c1)C1CC1c1ccccc1 (stereo unspecified)
    4, -6, 3, 9, 7, -2, 1, -2
#7 CC1=C(C(=O)OC2CCCC2)C(c2coc3ccc(C)cc3c2=O)C2=C(CCCC2=O)N1 (stereo unspecified)
    -26, -29, -64, 11, -15, -8, -13, -7
#8 CCCN(CCC)C(=O)CSc1nc2ccccc2c(=O)n1CC1COc2ccccc2O1 (stereo unspecified)
    2, -16, 5, 23, -7, -11, -12, -8
#9 OC(COc1cccc(OCC(O)CN2CCOCC2)c1)CN1CCOCC1 (stereo unspecified)
    0&0, -17&-8, 3&9, -7&3, -3&-1, 4&-7, -11&-9, -10&-8
#10 O=[N+]([O-])c1ccc(-[n+]2nc(-c3ccccc3)nn2-c2ccccc2)cc1
    2, -1, 50*, 8, -5, 13, 10, -2
#11 Cc1cc(NC(=O)c2sc(Nc3ccc(F)c(Cl)c3)nc2N)no1
    0, 5, 18, 0, -1, 6, -2, -17
#12 CC(=O)Nc1ccc(S(=O)(=O)NCCCc2ccccc2)cc1
    1, -6, 6, 11, -7, -7, -12, -2
#13 O=C(NCc1cccs1)c1ccc([N+](=O)[O-])cc1Cl
    -1, -11, 9, -9, -6, -4, 0, -1
#14 Cc1nc2ccccc2c2oc(C(=O)NCCCN3CC(C)CC(C)C3)cc12 (stereo unspecified)
    1, 8, -13, 2, 1, -7, 8, 0
#15 O=[N+]([O-])c1ccccc1Nc1cccnc1
    2, -6, 25, -7, -31, -11, -10, -9
#16 Cc1ccc(S(=O)(=O)N2CCN(C(=O)c3cc4c(s3)CCCC4)CC2)c(C)c1
    1, -5, 8, 5, -1, 3, 0, -6
#17 Cc1ccc(CN2CCN(CCC(C)C)C(CCO)C2)s1 (stereo unspecified)
    1, 2, 7, -14, 3, 1, -7, -3
#18 COc1cc(CNCc2cc(OC)c(OC)c(OC)c2)cc(OC)c1
    3, -18, 4, -10, -1, -4, 12, -1
#19 CCOC(=O)/C(C#N)=C/c1cc2ccccc2nc1N1CCOCC1
    67*, -1, 7, -9, 4, 5, 0, -3
#20 COC(=O)[C@@H](NC(=O)c1ccccc1OC1CCN(S(C)(=O)=O)CC1)C(C)C
    0, 24, 14, -7, -4, 12, -4, -7
#21 O=C(CSc1cn[nH]n1)Nc1ccc(O)c(C(=O)O)c1
    2, -47, -176, -1, 13, -21, -1, -9
#22 Cc1cc(C)n2cc(CSc3ccccn3)nc2n1
    1, -3, -80, -1, 5, -14, -11, -7
#23 CC(C)C(NC(=O)/C(=C\c1ccco1)NC(=O)c1ccco1)C(=O)O (stereo unspecified)
    -8, 0, -6, -10, 5, -1, 5, 1
#24 Cc1nn(CCC#N)c(NC(=O)c2ccc(Cl)cc2)c1P(=O)(Nc1ccc([N+](=O)[O-])cc1)N1CCOCC1 (stereo unspecified)
    1, -16, 19, -3, -8, -6, -12, -3
#25 OC1(C#CCCN2CCCCC2)c2ccccc2-c2ccccc21
    1, 2, 13, 1, 6, 9, 0, -5
#26 CCOC(=O)CSc1ccc(C(=O)NCCN2CCOCC2)cc1[N+](=O)[O-]
    3, -11, 10, 7, -4, -6, -11, -3
#27 CC(OC(=O)Cn1cc(C(F)(F)F)ccc1=O)C(=O)NC(C)c1ccc(Cl)cc1Cl (stereo unspecified)
    4, -4, 14, 9, 1, 11, -1, -3
#28 CC(C)C(=O)Nc1ccc2c(c1)C(=O)NC2=O
    2, 17, -374, -5, 15, 0, -3, -2
#29 CCOc1ccc(C(=O)Nc2cc(C)on2)cc1OCC
    1, -4, 16, 4, -5, 3, -5, 2
#30 CCCCc1c(O)nc(N2CCN(Cc3ccccc3)CC2)[nH]c1=O
    -3, -9, 4, 8, -8, -2, -9, -4
#31 Cc1ccccc1Cn1c2ccccc2c2cnn(CC(=O)NCc3ccccn3)c(=O)c21
    -2, 9, -9, 8, 5, 6, 0, -7
#32 CSC(=Nc1ccc(Cl)cc1)N[n+]1ccccc1
    2, 11, 11, 1, -7, 3, 2, 31
#33 COc1ccc(C(C)=O)cc1Cn1cnc2c(cnn2C)c1=O
    1, -18, 20, -9, 19, -2, 0, -4
#34 CCC(=O)N1CCN(c2nc3ccccc3s2)CC1
    1, 8, -46, -2, -3, -9, -6, 0
#35 Cc1ccc(-c2cc(C(F)F)n3ncc(C(=O)N4CCc5ccccc5C4)c3n2)cc1
    -21, -12, -407, 29, 13, 7, 9, -4
#36 CC(=O)Nc1ccc(S(=O)(=O)NCCSCc2ccco2)cc1
    -1, -11, 18, 7, -2, -2, -5, 0
#37 O=C(Nc1nnc(-c2ccc3c(c2)CCCC3)o1)c1ccccc1
    -4, -3, -2, 15, -29, -20, -13, -14
#38 COc1cccc2c(O)c(-c3ccccc3)c(=O)[nH]c12
    -1, 11, -2, -12, 1, 10, 8, -7
#39 Cc1ccc(CN2CCN(c3ncccn3)CC2)o1
    0, 7, 11, -15, 6, -1, 2, -7
#40 O=P(O)(CCCP(=O)(O)CCc1ccccc1)CCc1ccccc1
    0, -5, 24, 2, 11, 6, 3, -5
#41 COc1cc(/C=N/NC(=O)Nc2ccccc2)ccc1OCCOc1ccccc1C
    4, -4, 13, 8, -12, -12, -4, -5
#42 Cc1ccc2nc(C)cc(Nc3ccc4c(c3)OCCO4)c2c1
    1, -2, -9, 4, 7, -6, 6, -1
#43 Cc1ccc(-c2nc(N)sc2-c2ccccc2)cc1C
    1, -26, -3, 24, -4, -12, -8, -5
#44 Cc1nc2sc(C(N)=O)c(N)c2c2c1CCCC2
    -26, 0, -440, 0, 9, -3, 8, 12
#45 Cc1ccc2c(c1)-n1c(nc3cc(F)ccc3c1=O)C(Cc1ccccc1)NC2=O (stereo unspecified)
    ., -17, ., -1, 16, 1, -3, -11
#46 Cc1sc2ncnc(Sc3nnnn3-c3ccccc3)c2c1C
    1, 7, -108, 3, 12, 3, 5, 2
#47 CCN(CC)CCN1C(=O)c2oc3ccccc3c(=O)c2C1c1ccccc1 (stereo unspecified)
    1, 2, 2, -6, 4, 5, -3, -5
#48 CC(O)CSc1nc2c(c(=O)n(C)c(=O)n2C)n1CCCc1ccccc1 (stereo unspecified)
    0, -8, 9, 17, 6, -4, -8, -15
#49 CCOC(=O)CSc1nc2ccccc2c(=O)n1C1CCCC1
    1, -14, 14, 4, 1, -1, -2, -2
#50 COc1cc2c(cc1OC)-c1cc(NC3CCCCCCC3)nc(=O)n1CC2
    -16, -43, -268, 17, 4, -8, -6, -5
#51 COc1ccc(C(C(=O)NCc2ccccc2)N(C(=O)c2snc(C(N)=O)c2N)C2CCCC2)cc1 (stereo unspecified)
    -12, -4, -250, 19, 12, -6, -2, -9
#52 COc1cc(NC(=O)CSc2nc3ncnc(N)c3[nH]2)c(C(=O)O)cc1OC
    0, -30, 9, 7, -7, -6, -1, -5
#53 COc1ccc(CCn2c(C)cc3c(c2=O)C(c2ccc4c(c2)OCO4)C(C#N)=C(N)O3)cc1OC (stereo unspecified)
    2, 2, 7, 4, 1, 6, 4, -8
#54 Cc1nc(Nc2ccccc2)sc1C(=O)Nc1ccccc1
    0, -15, -118, 0, -4, -4, -1, -4
#55 COc1ccccc1N1CCN(C(=O)C2CCC(Cn3c(=S)[nH]c4ccccc4c3=O)CC2)CC1 (stereo unspecified)
    1, -13, 10, 28, 2, -7, 0, -5
#56 O=C(COCC(=O)Nc1cccc(C(F)(F)F)c1)Nc1cccc(C(F)(F)F)c1
    3, -7, 3, 17, 2, -4, 0, 0
#57 CCOC(=O)c1c(C)n(C)c2ccc(OCC(N)=O)cc12
    3, 3, 13, 1, -3, -1, -1, -6
#58 Cc1ccc(SCC(=O)Nc2cccc(NC(=O)c3ccco3)c2)cc1
    -2, 4, 27, -1, 1, 1, 5, 0
#59 Cc1ccc(S(=O)(=O)N2CCC(=O)N(C(COCc3ccccc3)Cc3ccccc3)CC2)cc1 (stereo unspecified)
    4, -15, 19, 22, 5, -5, -6, -3
#60 C=C(C)c1ccc(C(C)(C)NC(=O)N2CCN(C)CC2)cc1
    0, -3, 18, -14, 6, -2, -2, -6

(list continues)
The line under a structure holds: SENP1 inh, SENP6 inh, SENP8 block-1, Apaf1 inhib, UBC13 polyUb, SENP8 block-2, SENP7 block, A3G deaminase
#61 COc1ccc(N2CCN(C(C)C(=O)N(C)Cc3ccccc3)CC2)cc1 (stereo unspecified)
    0, -26, 7, 12, -6, -7, -5, -9
#62 CC(C)(C)NC(=O)NC(=O)COC(=O)CNS(=O)(=O)/C=C/c1ccccc1
    4, -11, 2, -9, 5, 1, -1, -6
#63 COC(=O)c1cnc2c(c(C)nn2C)c1OC
    5, -8, 19, -7, -1, 3, -4, -4
#64 COc1ccc(CCNC(=O)C(C)OC(=O)c2cccs2)cc1OC (stereo unspecified)
    0, -6, 12, -4, 3, -5, 0, -9
#65 O=C(NCC(c1ccco1)N1CCN(c2ccccc2F)CC1)C(=O)NC1CCCC1 (stereo unspecified)
    -1, 2, 8, 14, 0, 0, -2, -6

With a hit mark in SENP1 inh (from the list above):
item | Structure | SENP1 inh | SENP6 inh | UBC13 polyUb | SENP7 block | A3G deaminase
19 | CCOC(=O)/C(C#N)=C/c1cc2ccccc2nc1N1CCOCC1 | 67* | -1 | 4 | 0 | -3

Rewritten in transposed form: two of the compounds above
[62] CC(C)(C)NC(=O)NC(=O)COC(=O)CNS(=O)(=O)/C=C/c1ccccc1
[61] COc1ccc(N2CCN(C(C)C(=O)N(C)Cc3ccccc3)CC2)cc1 (stereo unspecified)

assay / entry | 62 | 61
SENP1 inh | 4 | 0
SENP6 inh | -11 | -26
SENP8 block-1 | 2 | 7
Apaf1 inhib | -9 | 12
UBC13 polyUb | 5 | -6
SENP8 block-2 | 1 | -7
SENP7 block | -1 | -5
A3G deaminase | -6 | -9

Screening data from PubChem.
